TNAP inh Pi = inhibitors of human tissue-nonspecific alkaline phosphatase; 21,000 tested, under 10 active; P05186; inhibition, % at 20 µM; AID 614; purified TNAP, pNPP, malachite green phosphate absorbance
Target sequence (P05186 whole entry, looked up): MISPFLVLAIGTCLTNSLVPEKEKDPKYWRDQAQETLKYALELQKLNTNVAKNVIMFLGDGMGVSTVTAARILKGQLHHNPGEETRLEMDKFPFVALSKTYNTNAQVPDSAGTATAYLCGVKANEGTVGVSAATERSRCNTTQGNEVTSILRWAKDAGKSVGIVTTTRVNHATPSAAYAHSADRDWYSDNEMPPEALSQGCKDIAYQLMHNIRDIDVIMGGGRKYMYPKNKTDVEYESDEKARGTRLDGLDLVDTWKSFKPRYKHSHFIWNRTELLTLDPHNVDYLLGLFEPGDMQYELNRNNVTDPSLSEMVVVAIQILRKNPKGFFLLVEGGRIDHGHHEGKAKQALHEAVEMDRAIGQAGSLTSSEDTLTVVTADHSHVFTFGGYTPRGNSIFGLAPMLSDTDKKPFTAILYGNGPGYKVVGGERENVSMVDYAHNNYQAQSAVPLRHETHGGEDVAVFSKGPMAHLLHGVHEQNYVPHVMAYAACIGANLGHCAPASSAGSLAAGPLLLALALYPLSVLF
TNAP pNPP inh = human TNAP inhibition, p-nitrophenol detection. AID 615. inhibition, % at 20 µM. 21,000 tested, under 10 active. purified TNAP, pNPP hydrolysis, absorbance 405 nm. P05186;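 further: 0% = DMSO only wells and 100% = 1 mM levamisole wells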
* = called active by the depositor.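 How the source made its calls: active means inhibition above 50% at the 20 µM single-dose screen; inactive means the rest.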

cpd	TNAP inh Pi	TNAP pNPP inh	canonical_smiles
1	0	0	CCCN1C(=O)c2ccc(C(=O)Nc3nccs3)cc2C1=O
2	-15	5	COC(=O)c1ccccc1N=C(SC)N(C)C
3	10	3	COC(=O)c1[nH]c2cccc(C)c2c1NC(=O)CN1CCN(C(=O)c2ccco2)CC1
4	8	1	Cc1ccc(OCC(=O)Nc2ccc(N(C)C)cc2)cc1
5	14	5	CC(Oc1ccc(-c2ccccc2)cc1)C(=O)N1CCOCC1 (centres undefined)
6	-16	4	Brc1ccc(CSc2nnc(-c3cnccn3)n2Cc2ccco2)cc1
7	0	0	CCC(=O)Nc1sccc1C(=O)OC
8	14	4	CN1CCN(C(=O)CC23CC4CC(CC(C4)C2)C3)CC1
9	9	5	O=C(CSc1ncc(-c2ccccc2)nn1)NCc1ccco1
10	8	2	CCCOC(=O)CSC1=C(C#N)C(c2ccccc2OCC)C(C#N)C(=O)N1 (centres undefined)
11	15	7	O=C(COc1ccc(S(=O)(=O)N2CCOCC2)cc1)Nc1ccc(Cl)c(C(F)(F)F)c1
12	11	5	O=C(NC1CCCC1)C(c1cccs1)N(Cc1ccco1)C(=O)c1csnn1 (centres undefined)

Single records (already shown):
`CCC(=O)Nc1sccc1C(=O)OC` across the screens: TNAP inh Pi = 0; TNAP pNPP inh = 0
`CN1CCN(C(=O)CC23CC4CC(CC(C4)C2)C3)CC1` across the screens: TNAP inh Pi = 14; TNAP pNPP inh = 4

The list continues.
cpd	TNAP inh Pi	TNAP pNPP inh	canonical_smiles
13	0	3	COc1cc(N2CCCC2)c(OC)cc1/C=c1/sc2nc3ccccc3n2c1=O
14	3	8	O=C1CC(C(=O)N(CC2CCCO2)C(C(=O)NC2CCCCC2)c2ccncc2)CS1 (centres undefined)
15	5	0	O=C(NC1CCCCC1)C(c1ccncc1)N(CC1CCCO1)C(=O)C(F)(F)F (centres undefined)
16	6	-3	Cc1ccc(Nc2nc(N)nc(CN3CCN(c4ccccc4)CC3)n2)cc1Cl
17	0	0	Cc1nnc(NC(=O)CN2C(=O)c3ccccc3S2(=O)=O)s1
18	20	5	CCn1c(=O)c(=O)[nH]c2cc(C(=O)Nc3ccc(S(=O)(=O)N4CCCC4)cc3)ccc21
19	19	4	O=S(=O)(c1ccc2nc(COc3ccccc3)[nH]c2c1)N1CCOCC1
20	-9	-10	Cc1ccc(S(=O)(=O)N2CCCCC2)cc1C(=O)c1nccn1C
21	4	0	Cc1ccc2[nH]c3c(c2c1)CN(C(=O)CN1CCCc2ccccc21)CC3
22	-8	-1	Brc1ccc(-c2nc(-c3cccnc3)no2)o1
23	11	6	COc1cccc(C(=O)c2sc(NC(C)C)nc2N)c1
24	6	2	CCn1c(SCC(=O)Nc2ccc3c(c2)c2ccccc2n3CC)nnc1-c1cnccn1
25	8	6	Nc1c(C(=O)NCc2ccco2)sc2nc3c(cc12)C(=O)CCC3
26	13	2	CC1CN(C(=O)Cc2ccc(-c3ccccc3)cc2)CC(C)O1 (centres undefined)
27	7	3	CCn1c(Cc2ccc(OC)cc2)nnc1SCC(=O)Nc1nc2ccccc2s1
28	10	2	Cc1ccc(S(=O)(=O)Nc2cccc(-c3cn4ccsc4n3)c2)cc1
29	-8	3	Cc1csc2nc(=O)c3ccccc3n12
30	22	0	C=CCn1c(SCc2nc3ccccc3c(=O)[nH]2)nnc1-c1cc2cc(Cl)ccc2o1
31	0	0	COc1ccc(C(O)c2coc3ccc(O)c(CN(C)C)c23)cc1 (centres undefined)
32	10	2	CCc1nc2ccccc2n(CC)c1=O
33	9	5	CCOC(=O)c1ccc(NC(=O)CCC(CC)C(=O)O)cc1 (centres undefined)
34	-15	2	CC(C)(CN1CCCCC1)NS(=O)(=O)c1ccc(Cl)cc1
35	-9	2	Cc1ccc2cc(C#N)c(NCCNC(=O)C3CCC3)nc2c1C
36	8	3	Cc1ccc(NC(=O)OCC(F)(F)C(F)F)cc1NC(=O)OCC(F)(F)C(F)F

Entries listed so far with a thiophene ring, fused or not:
cpd	TNAP inh Pi	TNAP pNPP inh	canonical_smiles
7	0	0	CCC(=O)Nc1sccc1C(=O)OC
12	11	5	O=C(NC1CCCC1)C(c1cccs1)N(Cc1ccco1)C(=O)c1csnn1 (centres undefined)
25	8	6	Nc1c(C(=O)NCc2ccco2)sc2nc3c(cc12)C(=O)CCC3

Random excerpt: 2 compounds from above.
cpd	TNAP inh Pi	TNAP pNPP inh	canonical_smiles
35	-9	2	Cc1ccc2cc(C#N)c(NCCNC(=O)C3CCC3)nc2c1C
25	8	6	Nc1c(C(=O)NCc2ccco2)sc2nc3c(cc12)C(=O)CCC3

Returning to the listing; the five compounds before the break are reprinted first.
cpd	TNAP inh Pi	TNAP pNPP inh	canonical_smiles
32	10	2	CCc1nc2ccccc2n(CC)c1=O
33	9	5	CCOC(=O)c1ccc(NC(=O)CCC(CC)C(=O)O)cc1 (centres undefined)
34	-15	2	CC(C)(CN1CCCCC1)NS(=O)(=O)c1ccc(Cl)cc1
35	-9	2	Cc1ccc2cc(C#N)c(NCCNC(=O)C3CCC3)nc2c1C
36	8	3	Cc1ccc(NC(=O)OCC(F)(F)C(F)F)cc1NC(=O)OCC(F)(F)C(F)F
37	9	4	Cc1ccc(Cn2nnc3c(=O)[nH]c(C4CCN(S(=O)(=O)c5ccccc5)CC4)nc32)cc1
38	11	3	Cc1ccc2[nH]c3c(c2c1)CN(C(=O)CN1CCN(c2ccccc2)CC1)CC3
39	16	7	CCOC(=O)c1sc(NCC2CCCO2)nc1C (centres undefined)
40	-18	5	CC(=O)Cc1ccccc1OCC(=O)O
41	7	2	COc1cc(C(=O)Nc2nccs2)cc(OC)c1OC
42	5	1	COc1ccc2[nH]c(=O)c(CN(CC3CCCO3)C(=O)Nc3ccccc3)cc2c1 (centres undefined)
43	9	5	CCn1c(=O)c2c3c(sc2n(C)c1=O)CCC3
44	-1	10	CCOC(=O)c1ccc(NC(=O)c2ccc(C)c(S(=O)(=O)N3CCOCC3)c2)cc1
45	-6	2	OC1(c2ccc(Br)cc2)CCNCC1
46	5	6	CCC(NC(=O)NCCCn1ccnc1)(C(F)(F)F)C(F)(F)F
47	5	1	CCC(=O)c1ccc(OCC(O)CN2CCN(c3cccc(C(F)(F)F)c3)CC2)cc1 (centres undefined)
48	12	9	C=CCn1c(SCC(=O)Nc2cc(NC(C)=O)ccc2OC)nnc1-c1cccnc1
49	0	0	N#Cc1ccc(COC(=O)c2ccc3c(=O)[nH]c(CN4CCOCC4)nc3c2)cc1
50	8	3	CCOC(=O)N1CCN(CC(=O)Nc2c(C(=O)OC)[nH]c3ccccc23)CC1
51	-10	-2	O=C(NCc1ccco1)c1ccc(=O)[nH]n1
52	16	4	CCC(=O)Nc1nc2ccc(NC(C)=O)cc2s1

Bioassay records from PubChem BioAssay.

These rows are one share of the data; the hit share may differ from the screen's.
